PAX8 reporter: inhibitors of PAX8-driven TPO luciferase reporter, primary screen, RMG-I cells, single concentration. inhibition, % at 12.6 µM. hit rate 1.2% among 360,000. SteadyGlo, 24 h;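 active means mean replicate inhibition at least 60% with every replicate also reaching 60%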;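 further: luciferase light reporting Pax8 driven TPO promoter activity; plate controls were median of neutral control wells for no effect and mitoxantrone controls for full effect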
ERp5 block: inhibitors of ERp5-driven insulin aggregation, primary screen, biochemical, turbidity, absorbance 650 nm, single point; hit rate 0.05% among 350,000; Protein disulfide-isomerase A6 (Homo sapiens), Q15084; inhibition, % at 9.99 µM; 90 min;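 active means mean replicate inhibition above about 25%, with every replicate also reaching it, limit read from the data, passing the limit was not always enough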
Target sequence (Q15084 whole entry, looked up): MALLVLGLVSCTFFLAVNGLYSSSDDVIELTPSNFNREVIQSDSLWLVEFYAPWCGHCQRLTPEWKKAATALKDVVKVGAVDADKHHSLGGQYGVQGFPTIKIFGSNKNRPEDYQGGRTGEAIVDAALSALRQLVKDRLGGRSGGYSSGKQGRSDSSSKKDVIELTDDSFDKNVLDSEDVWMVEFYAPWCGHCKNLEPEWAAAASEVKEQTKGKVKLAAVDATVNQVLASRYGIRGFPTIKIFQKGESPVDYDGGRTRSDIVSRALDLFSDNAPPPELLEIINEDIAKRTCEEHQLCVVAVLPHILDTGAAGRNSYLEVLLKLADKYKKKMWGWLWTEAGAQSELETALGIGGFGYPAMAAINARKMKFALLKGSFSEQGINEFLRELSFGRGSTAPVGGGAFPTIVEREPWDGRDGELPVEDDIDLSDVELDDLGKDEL
ARNT TACC3 PPI: disruptors of ARNT/TACC3 protein interaction, primary screen, biochemical, AlphaScreen, single concentration; Transforming acidic coiled-coil-containing protein 3 (Homo sapiens), Q9Y6A5; AlphaScreen His-ARNT PAS-B/GST-TACC3 binding, luminescence; TACC3 fragment carries E629A point mutation; inhibition, % at 9.99 µM; hit rate 0.66% among 390,000; AID 623870, 2012;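 active means mean inhibition of replicates at least 50% and at least half of replicates each reaching 50%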;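 further: 0% = complete ARNT plus TACC3 wells and 100% = ARNT alone without TACC3; many hits fall short of the cut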
INS-1E GSIS act: GLuc luminescence reporter in INS-1E cells, primary screen for activators of glucose-dependent secretion of insulin; hit rate 0.61% among 370,000; activation, % at 16.6 µM; INS-1E GLuc reporter insulin secretion, 2-3 h;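 active means lowest replicate activation of at least 40%, so every replicate reaches that level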;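 further: 0% = median of neutral control wells and 100% = median of IBMX positive control wells; some compounds called inactive have numbers as strong as hits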
* marks the source's active call; other numbers are inactive results; nt = not tested or not shown. Not all compounds are listed, so the mix of outcomes need not match the whole.

SMILES | PAX8 reporter | ERp5 block | ARNT TACC3 PPI | INS-1E GSIS act
Oc1ccc(Br)cc1-c1cc(-c2ccccc2F)[nH]n1 | -3 | nt | 0 | nt
O=C1CCC(=O)N1c1nc2nc(-c3ccccc3)cc(-c3ccccc3)n2n1 | 5 | nt | -7 | nt
COC(=O)c1ccc(Oc2cc(C)nc(SC)n2)cc1 | 20 | nt | 6 | nt
Cc1ccc(NC(=O)Cn2nnc(C(=O)Nc3ccc(C)c(C)c3)c2N)cc1 | -1 | nt | -3 | nt
O=C(Nc1nc(-c2cc(Cl)sc2Cl)cs1)c1ccc(Br)s1 | -2 | nt | -3 | nt
CC(C(=O)Nc1ccccc1C(=O)N1CCOCC1)N(c1ccccc1)S(C)(=O)=O (stereo not drawn) | 2 | nt | 0 | nt
CCn1c(CSc2nc3ccccc3s2)nc2ccccc21 | 2 | nt | 7 | nt
CCn1c(SCC(=O)OC)nnc1-c1ccncc1 | 11 | nt | -1 | nt
Cc1ccccc1NC(=O)CSCCO | 7 | nt | -10 | nt
O=C(O)c1cccc(Cn2cccn2)c1 | -33 | nt | -9 | nt
COc1ccc(S(=O)(=O)N2CCc3ccccc32)cc1C(=O)OCc1c(C)noc1C | 8 | nt | -5 | nt
COc1ccc2c(CC(=O)OCC(=O)N3CCc4ccccc43)coc2c1 | 14 | nt | -1 | nt
CC1(C)Cc2c(sc(/N=C/N3CCCC3)c2C#N)C(C)(C)N1 | -10 | nt | 2 | nt
O=c1[nH]ncn1-c1ccccc1C(F)(F)F | 0 | nt | 23 | nt
Cc1c(N2C(=O)SC(CC(=O)O)C2=O)c(=O)n(-c2ccccc2)n1C (stereo not drawn) | 9 | nt | 10 | nt
COC(=O)c1ccc(-c2ccco2)n1Cc1cc(C)ccc1C | 14 | nt | 0 | nt
C=CCn1c(SCC(=O)Nc2ccc(NC(=O)c3ccco3)c(OC)c2)nnc1-c1ccncc1 | 24 | nt | -7 | nt
O=C(c1ccccn1)c1conc1C(=O)c1ccc(Br)cc1 | -16 | nt | -8 | nt
CC(C)NC(=O)c1cnn2c1NC(c1cccs1)CC2C(F)(F)F (stereo not drawn) | -5 | nt | -6 | nt
O=C(NCC1CCCO1)c1cc(-c2ccc(Cl)cc2Cl)on1 (stereo not drawn) | -192 | nt | -7 | nt
CN1CC(c2ccccc2Cl)C2(COc3ccccc3C2=O)C12C(=O)Nc1ccccc12 (stereo not drawn) | 40 | nt | 2 | nt
CCn1c(SC(C)C)nnc1C1CCN(S(=O)(=O)c2ccc(OC)cc2)CC1 | 11 | nt | -3 | nt
CCN(CC)C(=O)COc1ccc(-c2nnc(N3CCCCC3)c3ccccc23)cc1 | 19 | nt | -1 | nt
Cc1ccc(C(C)C)c(OCc2nnc3n2CCCCC3)c1 | 9 | nt | 1 | nt
N#CC1=C(N)Oc2cc(N)ccc2C1C1CCCCC1 (stereo not drawn) | 35 | nt | 23 | nt
O=C1C2C3C=CC([C@@H]2C(=O)N1Cc1cccnc1)C31CC1 (stereo partly drawn) | 10 | nt | -4 | nt
CC1CN(S(=O)(=O)c2cccc(C(=O)NCCCn3ccnc3)c2)CC(C)O1 (stereo not drawn) | -11 | nt | -7 | nt
COC(=O)CSc1nnc(-c2ccc(S(=O)(=O)N3CCCCC3)cc2)o1 | 0 | nt | -8 | nt
COc1ccccc1CNc1nc2nc(C)c(C)c(=O)n2[nH]1 | 13 | nt | -13 | nt
Cc1ccc(CNc2ccc(O)cc2)cc1 | 12 | nt | 24* | nt
CCCN1C(=O)C(Cc2nc3ccccc3c(=O)n2C)c2ccccc21 (stereo not drawn) | 14 | nt | 2 | nt
CCn1cc(S(=O)(=O)CC(=O)Nc2ccc(C)cc2)c2ccccc21 | -7 | nt | 5 | nt
CCCCOc1ccc(CSc2ncn[nH]2)cc1 | -144 | nt | -7 | nt
CCCC(=O)Nc1nnc(CC(=O)N2CCCC2)s1 | -3 | nt | -20 | nt
Cc1cc2cc(CN(Cc3ccc4c(c3)OCO4)C(=O)c3cnccn3)c3nnnn3c2cc1C | -12 | nt | -1 | nt
Cc1ccc(-c2nnc(SCC(=O)Nc3ccc4c(c3)oc3ccccc34)n2C)c(Cl)c1 | -2 | nt | -1 | nt
O=C(O)C1CCCN1S(=O)(=O)c1ccc2ccccc2c1 (stereo not drawn) | 4 | nt | -9 | nt
c1ccc2c(CSc3nnc(-c4ccncc4)o3)cccc2c1 | 1 | nt | 7 | nt
CC(C)OP(=O)(c1ccc(N(C)C)cc1)C(O)c1c(Cl)cccc1Cl (stereo not drawn) | -7 | nt | -4 | nt
CCCC(=O)Nc1ccc(NC(=O)c2cccs2)cn1 | -18 | nt | 2 | nt
CSc1ncccc1C(=O)OCC(=O)NC(=O)NCCC(C)C | 19 | nt | 0 | nt
CCCCN1C(=O)CC(C(=O)O)C1c1ccc(OC)cc1 (stereo not drawn) | -1 | nt | -30 | nt
C=CCn1c(NCCOC)nc2c1c(=O)n(C)c(=O)n2C | 3 | nt | -5 | nt
NC(=O)c1c(NC(=O)COC(=O)CSc2nnc(-c3ccc(Cl)cc3)o2)sc2c1CCC2 | 15 | nt | 2 | nt
COc1ccccc1-n1c(SCC(=O)Nc2ccc(C)cc2)nc(O)cc1=O | 10 | nt | -5 | nt
CCc1nnc(NC(=O)C2CCCN2C(=O)Nc2ccccc2OC)s1 (stereo not drawn) | -2 | nt | -2 | nt
CC(C)CC(=O)c1c[nH]c(C(=O)NCc2cccs2)c1 | -16 | nt | -3 | nt
CC1(C)Oc2ccc(NC(=O)C3COc4ccccc4O3)cc2O1 (stereo not drawn) | -94 | nt | 1 | nt
Cc1snc(S(=O)(=O)Cc2c(Cl)cccc2Cl)c1C#N | 8 | nt | -4 | nt
Cc1ccc(S(=O)(=O)NC(C)C(=O)Nc2ccc(C(N)=O)cc2)cc1 (stereo not drawn) | 7 | nt | -6 | nt
COc1ccc2nc(NCCCNC(=O)c3cc(OC)c(OC)c(OC)c3)c(C#N)cc2c1 | -7 | nt | -26 | nt
Cc1ccc(-c2csc(N)n2)s1 | -30 | nt | -7 | nt
Cc1cccc(N2CCN(C(=O)C3CCCN(S(=O)(=O)c4cnc[nH]4)C3)CC2C)c1 (stereo not drawn) | 19 | nt | 11 | nt
COc1cccc(C(=O)Nc2ccccc2N2CCOCC2)c1 | -5 | nt | -4 | nt
Cc1cc(S(=O)(=O)NCCc2ccccc2)c(C)s1 | 10 | nt | -5 | nt
CCOc1ccc(NC(=O)CCS(=O)(=O)c2ccc3c(c2)CCCN3C(C)=O)cc1 | 3 | nt | -2 | nt
Cc1cccc(C)c1NC(=O)c1c(C)nn(-c2ccccc2)c1Cl | -9 | nt | 0 | nt
O=C(NCCCN1CCN(CCCNC(=O)c2ccc(F)cc2)CC1)c1ccc(F)cc1 | 14 | nt | -7 | nt
CSc1nc2n(n1)C(c1cccc(F)c1)C(C(=O)Nc1ccc(C)cc1C)=C(C)N2 (stereo not drawn) | 5 | nt | -2 | nt
Cc1ccc(N2C(=O)c3ccc(N)cc3C2=O)cc1 | -141 | nt | -9 | nt

The final 5 compounds of the part above open the next one:
SMILES | PAX8 reporter | ERp5 block | ARNT TACC3 PPI | INS-1E GSIS act
CCOc1ccc(NC(=O)CCS(=O)(=O)c2ccc3c(c2)CCCN3C(C)=O)cc1 | 3 | nt | -2 | nt
Cc1cccc(C)c1NC(=O)c1c(C)nn(-c2ccccc2)c1Cl | -9 | nt | 0 | nt
O=C(NCCCN1CCN(CCCNC(=O)c2ccc(F)cc2)CC1)c1ccc(F)cc1 | 14 | nt | -7 | nt
CSc1nc2n(n1)C(c1cccc(F)c1)C(C(=O)Nc1ccc(C)cc1C)=C(C)N2 (stereo not drawn) | 5 | nt | -2 | nt
Cc1ccc(N2C(=O)c3ccc(N)cc3C2=O)cc1 | -141 | nt | -9 | nt
COc1cc2[nH]c(=S)nc(NCC3CCCO3)c2cc1OC (stereo not drawn) | 15 | -2 | nt | nt
Cc1ccc(C(=O)CSc2nnc(-c3ccccc3N)n2C)cc1C | -17 | 5 | nt | nt
Cc1nc(SCC(=O)N2CC(C)OC(C)C2)nc(C)c1C (stereo not drawn) | -11 | -9 | nt | nt
Cc1nn(CC(=O)Nc2ccccn2)c(=O)c2ccccc12 | 5 | 1 | nt | nt
Nc1ccc(-n2c(N)c(C(=O)NCc3ccc4c(c3)OCO4)c3nc4ccccc4nc32)cc1 | 19 | 2 | nt | nt
O=[N+]([O-])c1cccc(/C=N\N2CCN(Cc3ccccc3Cl)CC2)c1 | -13 | -4 | nt | nt
CCn1c(SCC(=O)Nc2nc3ccc(OC)cc3s2)nnc1-c1ccoc1C | -46 | -1 | nt | nt
CSc1nc(-c2ccccc2)nn1C(=O)c1ccccc1 | -44 | 16 | nt | nt
CCOc1ccc2nc(NS(=O)(=O)c3ccc4c(c3)n(C)c(=O)n4C)sc2c1 | 7 | -1 | nt | nt
CCOc1ccccc1N1CCN(C(=O)c2cccc(-c3ccc(O)cc3)c2)CC1 | 13 | -2 | nt | nt
Nc1nc(NC(=O)c2cccs2)nn1-c1ccccc1 | -75 | -7 | nt | nt
Cc1noc(C)c1S(=O)(=O)Nc1ccc(C(=O)NCc2ccccc2)cc1 | -2 | 13 | nt | nt
CCc1ccccc1NC(=O)c1nnn(CC(=O)Nc2cccc(C)c2)c1N | 4 | -9 | nt | nt
C=CCNc1nc(C)nc(OC)n1 | -8 | 5 | nt | nt
CCC1(C)Cc2c(sc3nnn(CC(=O)Nc4ccccc4C)c(=O)c23)CO1 (stereo not drawn) | nt | nt | -4 | 16
Cc1cccc(NS(=O)(=O)c2ccc(Br)s2)n1 | nt | nt | 2 | 7
CC(=O)c1ccc(NS(=O)(=O)c2ccc(CC(C)C)cc2)cc1 | nt | nt | 0 | -19
Nc1ccc[n+](Cc2ccccn2)c1 | nt | nt | 1 | 13
COC(=O)c1ccc(C)c(NC(=O)Cn2cnc3ccccc3c2=O)c1 | nt | nt | -1 | 11
N/C(=N\OC(=O)CCCCCN1C(=O)c2ccccc2C1=O)c1ccccc1 | nt | nt | 0 | 10
CC(C)Cn1c2c(c(=O)[nH]c1=O)C(C(F)(F)F)(C(F)(F)F)N=C(CCC1CCCCC1)N2 | nt | nt | -5 | 54*
COc1nc(NCc2cccnc2)nc(OC)n1 | nt | nt | -5 | 10
CC(Sc1nnc(N)s1)C(=O)Nc1ccc(N2CCOCC2)cc1 (stereo not drawn) | nt | nt | -1 | 1
COC(=O)C1=C(C)NC(=O)C1(Nc1ccc(Cl)cn1)C(F)(F)F (stereo not drawn) | nt | nt | -2 | 6
CCCC[N+](C)(C)CCC(=O)NC(C)(C)CS(=O)(=O)[O-] | nt | nt | -6 | 7
O=C(NCc1cccc(Cl)c1)c1cnn2c1NC(c1ccco1)CC2C(F)(F)F (stereo not drawn) | nt | nt | -6 | -14
COc1ccc(C(=O)NC(=S)NNC(=O)c2cnccn2)cc1 | nt | nt | 59* | 10
CCOc1cccc2cc(C(=O)N3CCN(C/C=C/c4ccccc4)CC3)c(=O)oc12 | nt | nt | 6 | -9
C=CCn1c(SCC(=O)c2ccc(NS(=O)(=O)c3ccccc3)cc2)nnc1-c1cccs1 | nt | nt | 2 | -8
O=C(COc1cc(Cl)c(Cl)cc1Cl)NC(=O)Nc1ccc2c(c1)OCCO2 | nt | nt | -11 | 14
COc1cccc(OCc2nc3c4cnn(-c5ccccc5)c4ncn3n2)c1 | nt | nt | -3 | 57*
O=C(NCCC1=CCCCC1)C(=O)NCC(c1ccco1)N1CCN(c2ccc(F)cc2)CC1 (stereo not drawn) | nt | nt | -6 | 38
Cc1cccc(/N=C/c2c(O)[nH]c3ccccc23)n1 | nt | nt | 5 | -3
Cc1nn(C)c(C(=O)NNC(=S)Nc2ccc(F)cc2)c1[N+](=O)[O-] | nt | nt | 0 | 8
CCc1nc(C)c(-c2ccccc2)c(=O)[nH]1 | nt | nt | -1 | 7
Cc1sc2c(c1C)CN(Cc1ccncc1)CN2C(=O)c1ccco1 | nt | nt | 2 | 7
COC(=O)c1ccc(C2/C(=C(/O)c3ccc(OC)cc3)C(=O)C(=O)N2Cc2ccco2)cc1 (stereo not drawn) | nt | nt | 0 | 23
Cc1ccc(SCc2nc(-c3ccccc3)no2)cc1 | nt | nt | -11 | -7
COc1cccc2c3c(c(=O)[nH]c12)CCC(C)(C)O3 | nt | nt | -4 | 7
CC(C)(C)c1nn(-c2ccccc2)c2[nH]c(=O)c(CNc3ccc4c(c3)OCCO4)cc12 | nt | nt | -5 | -1
N#Cc1cn(Cc2cccc(Cl)c2)c2ccccc12 | nt | nt | -4 | -20
CCN(C(=O)c1cc2cccc(OC)c2oc1=O)c1ccccc1 | nt | nt | -1 | 23
CCN(Cc1ccccc1)C(c1cccs1)c1nnnn1C1CCCCC1 (stereo not drawn) | nt | nt | 10 | 11
Cc1ccc(NC(=O)c2c(C)nn(-c3ccccc3)c2Cl)c(C)c1 | nt | nt | -7 | 5

Retrieved by structure from the list above (2):
SMILES | PAX8 reporter | ERp5 block | ARNT TACC3 PPI | INS-1E GSIS act
Cc1nn(C)c(C(=O)NNC(=S)Nc2ccc(F)cc2)c1[N+](=O)[O-] | nt | nt | 0 | 8
N#CC1=C(N)Oc2cc(N)ccc2C1C1CCCCC1 (stereo not drawn) | 35 | nt | 23 | nt

Screening results: PubChem, Broad Institute
